Bioassay records: PubChem BioAssay, The Scripps Research Institute Molecular Screening Center
FXN GAA850 act: activators of GAA850 frataxin (FXN) promoter; HEK293 lucGAA850 FXN promoter luciferase reporter, 24 h; percent of 10 µM SAHA response; AID 540364; activation, % at 6 µM; 0.56% of 360,000 active;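 active means activation above the average of all compounds screened plus 3 SD, cutoff fixed separately per campaign, cut at about 7.5% in these data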;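 further: 0% = DMSO wells and 100% = 10 µM SAHA wells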
ADAM10 inh: ADAM10 inhibition, QFRET primary screen; O14672; recombinant ADAM10, EDANS/DABCYL FRET peptide cleavage, 3 h; inhibition, % at 7 µM; 0.62% of 370,000 active; AID 720582;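 active means inhibition above a per-campaign cutoff equal to the mean of compounds falling between control-based bounds plus 3 SD, cut at about 20% in these data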;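 further: 0% = DMSO wells while the 100% control is not disclosed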
PLCg1 inh: blocks human PLC-gamma1 enzyme activity; P19174; purified PLC-gamma1, fluorogenic substrate, fluorescence; inhibition, % at 12.2 µM; 0.84% of 370,000 active; AID 720700; in the data active means inhibition above about 9.5%
HGIII-sPLA2 inh: Inhibits HGIII-sPLA2 liposome hydrolysis, primary screen | QFRET BODIPY PC-A2 liposome hydrolysis, fluorescence | inhibition, % at 12.2 µM | 0.56% of 370,000 active | AID 743126;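 active means inhibition above mean plus 3 SD of compounds lying within the high and low control bounds, cut at about 19% in these data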;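 further: 0% = median of test compound wells and 100% = no enzyme DMSO wells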
Target sequence (Q9NZ20 whole entry, looked up): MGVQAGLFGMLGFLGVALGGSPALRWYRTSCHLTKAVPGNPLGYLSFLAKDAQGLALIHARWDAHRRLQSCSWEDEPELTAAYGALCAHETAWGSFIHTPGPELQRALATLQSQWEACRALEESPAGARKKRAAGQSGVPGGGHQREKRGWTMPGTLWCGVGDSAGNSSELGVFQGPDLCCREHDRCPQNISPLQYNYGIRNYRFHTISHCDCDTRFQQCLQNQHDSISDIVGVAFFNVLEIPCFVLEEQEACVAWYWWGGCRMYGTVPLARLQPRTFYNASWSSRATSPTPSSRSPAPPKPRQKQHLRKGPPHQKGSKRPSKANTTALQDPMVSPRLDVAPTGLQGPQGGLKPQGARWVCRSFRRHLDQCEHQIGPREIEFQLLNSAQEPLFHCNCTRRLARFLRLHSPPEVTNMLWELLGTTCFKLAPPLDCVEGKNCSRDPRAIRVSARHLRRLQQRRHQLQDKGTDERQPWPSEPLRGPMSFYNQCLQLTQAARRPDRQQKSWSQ
DAX1 inh-1: DAX1 (NR0B1) inhibition, primary screen. HEK293T StAR-luciferase reporter, SF-1/DAX-1 repression relief. inhibition, % at 6.8 µM. 1.1% of 370,000 active. AID 652010;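 active means inhibition above the mean over all tested compounds plus 3 SD, cut at about 3.6% in these data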;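 further: 0% = DAX-1 cells with DMSO and 100% = cells lacking DAX-1 with DMSO; higher inhibition means more luminescence from relief of DAX-1 repression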
PLCb3 inh: PLC-beta3 (human) inhibition, primary screen; Q01970; 0.18% of 370,000 active; inhibition, % at 12.2 µM; Purified PLC-beta3, fluorogenic substrate, fluorescence; in the data active means inhibition above about 11%;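 further: 0% = median of compound wells on plate and 100% = full blocker control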
DAX1 inh-2: inhibitors of human orphan nuclear receptor DAX1 (NR0B1). inhibition, % at 6.75 µM. 0.99% of 340,000 active. HEK293 Gal4-DAX1 luciferase reporter, luminescence. P51843. AID 504766;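 active means inhibition above the mean over all tested compounds plus 3 SD, cut at about 4.2% in these data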;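 further: 0% = DAX1-transfected cells with DMSO and 100% = empty-vector control cells with DMSO; inhibition shows as a rise in luminescence from relieved DAX1 repression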
Target sequence (P51843 207-470 limits assumed): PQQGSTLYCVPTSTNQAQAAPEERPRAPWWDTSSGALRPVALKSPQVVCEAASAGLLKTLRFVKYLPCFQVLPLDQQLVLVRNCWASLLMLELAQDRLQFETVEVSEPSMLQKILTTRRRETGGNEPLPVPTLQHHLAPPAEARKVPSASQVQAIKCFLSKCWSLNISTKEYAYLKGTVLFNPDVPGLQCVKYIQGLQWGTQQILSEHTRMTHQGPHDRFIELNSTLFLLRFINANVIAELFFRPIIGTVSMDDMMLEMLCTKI
hcDAF-12 act: H. contortus DAF-12 activation, primary screen. HEK293 hcDAF-12 lit1-tk-luc reporter, luminescence; 0% DMSO, 100% Δ7-dafachronic acid. activation, % at 6.8 µM. 1.4% of 370,000 active;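 active means activation above the mean of all tested compounds plus 3 SD, cut at about 5.5% in these data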;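 further: 100% = response to 3 µM Δ7-dafachronic acid high control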
hgDAF12 agonist: hgDAF-12 agonism, primary luciferase screen; activation, % at 6.8 µM; 1.8% of 370,000 active; AID 687014; HEK293 GAL4-hgDAF12 UAS-luciferase reporter, agonist luminescence; normalized to butyrate control;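 active means activation above a cutoff set at the mean of all screened compounds plus 3 SD, cut at about 10% in these data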;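 further: 0% = DMSO wells and 100% = sodium butyrate wells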
ADAM17 inh: ADAM17 inhibition, QFRET primary screen | inhibition, % at 6.95 µM | P78536 | recombinant ADAM17, EDANS/DABCYL FRET peptide cleavage | 0.83% of 370,000 active;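 active means inhibition above the mean of compounds lying between control limits plus 3 SD, set per campaign, cut at about 8.5% in these data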;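 further: 0% = DMSO-only wells as the low control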
ssDAF-12 act: S. stercoralis DAF-12 activation, primary screen | 1% of 370,000 active | AID 652126 | activation, % at 6.8 µM | HEK293 ssDAF-12/GRIP1 lit1-tk-luc reporter, luminescence; % of 3 µM dafachronic acid response;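 active means activation above the mean over all tested compounds plus 3 SD, cut at about 0.9% in these data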;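 further: 0% = DMSO-only wells and 100% = 3 µM delta7-dafachronic acid wells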
* hit, by the source's call; x = no result given. Random draw from the library. About 6.9% of those tested had a hit in this group.

SMILES	FXN GAA850 act	ADAM10 inh	PLCg1 inh	HGIII-sPLA2 inh	DAX1 inh-1	PLCb3 inh	DAX1 inh-2	hcDAF-12 act	hgDAF12 agonist	ADAM17 inh	ssDAF-12 act
O=C(CSc1nc2c(cnn2-c2cccc(Cl)c2)c(=O)[nH]1)NCCC1=CCCCC1	1.7	0	3	-4	-1.3	2	0.6	-0.7	-2.6	0	-1.2
COC(=O)c1oc2ccccc2c1NC(=O)/C=C/C(=O)O	-0.2	-5	4	6	-0.4	-3	-0.7	1.3	-2.7	-3	-0.7
Cc1ccc(-c2nc3cc(C)ccc3o2)cc1	-1.1	1	1	8	2.6	4	3.3	11*	12*	1	1.7*
O=C(NCc1ccccc1F)c1ccc2c(c1)OCCO2	3.5	4	0	4	0.8	-1	2.7	0.7	1.8	0	-0.9
CCCc1nc2cc(CC(=O)OC)ccc2o1	0.8	5	5	4	-0.3	3	2.9	0.7	-0.5	3	-0.2
CC1CCC/C(=N/Nc2ccc([N+](=O)[O-])cc2[N+](=O)[O-])C1 (stereo not given)	-3.1	-2	2	2	-0.5	2	-0.8	-0.8	2.4	-2	-1.0
CC(NC(=O)C1CCN(S(=O)(=O)c2ccc3nc4c(c(C(=O)O)c3c2)CCCC4)CC1)c1ccccc1 (stereo not given)	-0.3	-8	-16	-3	0.0	-33	-0.1	3.5	3.1	-4	0.0
O=C1OCCC1S(=O)(=O)c1ccc2ccccc2c1 (stereo not given)	0.7	-2	3	4	-0.1	3	-0.1	-0.1	-0.5	-3	-1.4
Cc1ccccc1C(=O)Nc1c(-c2cccs2)c(=O)c2ccccc2n1C	-0.6	6	0	-1	-0.1	-5	0.8	-0.7	0.3	-4	-0.4
O=C(O)c1ccc(N/N=C/c2cc3c(cc2[N+](=O)[O-])OCO3)cc1	2.4	-3	0	-2	-1.3	-6	-1.0	-2.7	-0.1	-1	-1.3
Cc1nn(Cc2ccc(Cl)cc2)c(C)c1NC(=O)CSc1n[nH]c(C)c1[N+](=O)[O-]	0.7	7	6	-24	-1.3	5	0.1	-2.7	-1.2	4	-1.7
O=C(CN1C(=O)C2(OCCO2)c2ccccc21)c1ccc(Cl)cc1	-1.4	4	2	-22	-0.7	1	-1.4	0.1	-0.1	0	-1.1
CCCCn1c(N)c(N(CCOC)C(=O)c2cc(Cl)nc3ccccc23)c(=O)[nH]c1=O	0.3	-25	-4	3	-0.5	-14	0.4	0.5	1.8	-14	-0.6
Nc1[nH]c(C(=O)c2ccc(Br)cc2)c(-c2ccc(Cl)cc2)c1C(=O)NCCc1c[nH]c2ccccc12	x	-10	-3	-20	1.2	-6	x	0.3	0.1	-3	-0.5
Cc1ccc(CNC(=O)CCn2cc(-c3ccc(C)cc3)nc2-c2ccncc2)cc1	0.1	-15	-22	-11	0.5	-35	0.1	0.5	-0.6	-7	-1.7

Some of the entries above in another layout:
Under each structure: FXN GAA850 act, ADAM10 inh, PLCg1 inh, HGIII-sPLA2 inh, DAX1 inh-1, PLCb3 inh, DAX1 inh-2, hcDAF-12 act, hgDAF12 agonist, ADAM17 inh, ssDAF-12 act
CC1CCC/C(=N/Nc2ccc([N+](=O)[O-])cc2[N+](=O)[O-])C1 (stereo not given)
→ -3.1, -2, 2, 2, -0.5, 2, -0.8, -0.8, 2.4, -2, -1.0
CC(NC(=O)C1CCN(S(=O)(=O)c2ccc3nc4c(c(C(=O)O)c3c2)CCCC4)CC1)c1ccccc1 (stereo not given)
→ -0.3, -8, -16, -3, 0.0, -33, -0.1, 3.5, 3.1, -4, 0.0

The list continues:
SMILES	FXN GAA850 act	ADAM10 inh	PLCg1 inh	HGIII-sPLA2 inh	DAX1 inh-1	PLCb3 inh	DAX1 inh-2	hcDAF-12 act	hgDAF12 agonist	ADAM17 inh	ssDAF-12 act
COc1cccc(NC(=S)Nc2ccc(F)cc2)c1	1.8	0	1	4	-0.2	-5	2.5	1.4	-1.7	0	0.6
CN(CCOc1ccccc1)C(=O)CCc1nc2sc3c(c2c(=O)[nH]1)CCCC3	1.2	-10	-12	-23	-1.1	-23	1.6	-0.2	0.8	-1	-1.3
CCn1c(SCC(N)=O)nc2cc(S(=O)(=O)N3CCOCC3)ccc21	0.0	9	0	4	1.0	-1	-1.8	-0.5	-4.9	-2	-1.1
Cc1ccc(-n2nnnc2-c2cnn(-c3cccc(F)c3)c2C(F)(F)F)cc1	1.3	-2	1	2	-0.5	-3	-0.9	-1.6	-2.7	-2	-1.1
N#C/C(=C/c1ccc(O)c(O)c1)c1nc2ccccc2[nH]1	9.2*	-17	-139	12	0.6	-194	2.5	-0.1	0.7	-18	-1.0
CC(C)CSc1ncnc2c1oc1nc3c(cc12)COC(C)(C)C3	-0.2	-4	3	3	-0.7	1	-0.6	-1.8	-0.3	5	-1.4
COCCN1CN(S(=O)(=O)c2ccccc2)c2nc3ccccc3nc21	3.3	-115	-20	-6	-0.7	-22	0.0	-1.3	-0.1	-41	-1.4
Cc1nn(CCc2n[nH]c(=S)n2-c2cccc(Cl)c2)c(C)c1[N+](=O)[O-]	-0.1	13	2	17	-0.4	1	1.5	-0.6	-2.1	0	-1.6
COC(=O)c1cc(S(=O)(=O)NCC2CCN(CCc3cccs3)CC2)cn1C	0.3	-2	0	-13	0.4	-4	0.0	0.2	4.5	-1	-1.7
Cc1ccc2c(c1)C1CN(C)CCC1N2C(=O)c1ccc(Cl)c(S(=O)(=O)N2CCOCC2)c1 (stereo not given)	-0.5	-2	4	0	0.1	-3	2.4	0.3	-2.1	2	-0.8
CN(Cc1ccccc1)C(=O)COC(=O)COc1ccc(C#N)cc1	0.8	-1	9.8*	-2	-0.8	0	0.6	-0.9	-2.8	8	-1.4
Cc1cc(C)n(-c2ccc(F)cc2CN2CCN(Cc3ccccc3)C(CCO)C2)n1 (stereo not given)	-0.9	-7	0	0	-0.3	-5	0.8	0.2	-3.2	0	-0.3
O=C(O[C@H]1CC[C@@]23CCCN2C(=O)CCC[C@H]3C1)N1CCN(c2ccccc2)CC1	x	-2	2	5	x	3	x	-1.3	-1.6	0	-1.5
CCCCCN(C(=O)NC(=O)NC(C)CC)S(C)(=O)=O (stereo not given)	-2.3	7	-1	4	-0.4	9	-1.0	-0.7	-1.6	-1	-0.6
COCCn1c(C)cc(C(=O)COC(=O)CCS(=O)(=O)c2ccc(C)cc2)c1C	1.7	-10	1	1	0.0	4	-0.6	0.0	-0.1	-3	-0.3
Cc1cc2c(c(=O)n1CCCn1ccnc1)C(c1ccco1)C(C#N)=C(N)O2 (stereo not given)	-2.5	-16	4	1	0.2	-2	-0.3	-0.7	0.3	-5	-1.3
CC(=O)N1c2ccc(S(=O)(=O)NCC3CCC(C(=O)Nc4ncccc4C)CC3)cc2CC1C (stereo not given)	-0.7	-4	5	4	0.0	-4	1.2	0.1	4.7	2	-0.9
CC(=O)c1c(C)[nH]c(C(=O)OCc2ccc(Br)cc2)c1C	6.6	5	4	-16	-1.3	0	-0.9	-1.6	0.5	1	-1.3
CCCc1cc(=O)oc2cc(OCC(=O)NCCCN3CCOCC3)c(Cl)cc12	0.6	-55	-6	7	-0.6	-16	-0.4	-0.1	0.9	-19	-0.8
Cc1cccc(N(C)S(=O)(=O)c2cccc3nsnc23)c1	0.4	-5	1	1	-0.4	3	-1.8	-0.5	-2.5	1	-1.0
Cc1ccc(-c2nc3ccccc3o2)cc1NC(=O)Cc1cccs1	1.4	9	9	3	-0.4	5	0.0	-2.7	-0.6	2	-1.4
CCC(=O)Nc1ccc2c(c1)nc(CCNC(=O)c1ccco1)n2C	-1.7	-5	-1	6	0.1	-5	1.9	-0.1	-4.0	-4	-1.1
O=C(c1cc(C2CC2)on1)N(C1CCCCC1)C1CCOCC1	x	-7	-2	6	1.0	-4	x	-1.1	-1.8	-7	-1.8
CS(=O)(=O)N1CCN(c2ccccc2NC(=O)c2cc3ccccc3o2)CC1	-1.4	15	-5	-3	-1.0	-17	-2.4	5.4	2.0	2	-0.2
O=C1Nc2ccccc2C(O)(C(=O)NCc2ccco2)N1c1ccccc1 (stereo not given)	-0.4	-9	-1	-5	0.2	-2	0.6	-2.1	-1.0	-6	-0.9
CC(N=C1NS(=O)(=O)c2ccccc21)C(=O)NCc1ccncc1 (stereo not given)	1.0	-17	1	18	1.6	-5	1.6	0.0	-0.3	4	0.2
CC(NC(=O)COC(=O)/C=C/c1cccc(F)c1)c1ccccc1 (stereo not given)	0.8	-13	-2	12	0.3	-7	1.2	1.2	1.0	-5	-0.9
COc1cc2c(=O)n(C)c3ccccc3c2cc1OC	4.7	-12	2	2	0.8	-5	0.8	-1.9	-0.4	-6	-1.6
CCCSc1nc(N2CCOCC2)c2c(c1C#N)CCCC2	5.5	-3	-9	-4	0.0	-15	-1.0	-2.1	-1.6	0	-1.2
Cc1cccnc1NC(=O)CCc1nnc2ccc(N3CCC4(CC3)OCCO4)nn12	0.4	-8	0	-1	0.8	-9	0.4	1.3	2.9	-5	-1.3
Cc1ccc(F)c(S(=O)(=O)NC(=O)C2(C)CCN2C(=O)CC2CCCCC2)c1 (stereo not given)	1.3	-9	-5	-1	-0.7	2	x	0.4	3.2	-1	0.3
CCC(=O)c1ccc(N2CCN(C(=O)COc3ccccc3F)CC2)c(F)c1	3.1	5	-1	1	0.3	-2	0.2	-2.1	-3.8	1	-0.7
CC(=O)C1C(c2cccc([N+](=O)[O-])c2)C2C(C)=NN=C2CC1(C)O (stereo not given)	-1.0	-2	2	-7	0.1	7	-0.2	-1.9	-2.4	-1	-0.8
Cc1ccc(NC(=O)C(C)N2C(=O)C3C4CC(C(Br)C4Br)C3C2=O)cc1 (stereo not given)	3.3	5	3	-40	0.9	2	0.9	-0.6	-3.0	5	-1.4
CCOc1cc(/C=C2\SC(=S)N(NC(=O)c3cccnc3)C2=O)ccc1O	-0.4	-2	-48	-7	-0.4	-46	x	0.1	-3.1	0	-1.5
Cc1ccc(SCC(=O)Nc2ccc(N3CCOCC3)cc2)cc1	0.3	3	-1	1	-1.5	3	-0.6	-1.2	-0.3	0	0.1
COc1ccc(NC(=O)CN(C)C(=O)c2ccc(NS(=O)(=O)c3ccc(F)cc3)cc2)cc1	0.2	0	1	-5	0.2	-2	0.9	0.6	-0.3	-5	-0.4
Cc1ccc(C(=O)NC2CCCc3ccccc32)cc1[N+](=O)[O-] (stereo not given)	1.5	-2	1	5	-1.0	-6	0.1	-1.5	0.8	4	-0.5
NC(=O)Cn1c(=O)n(CC(=O)N2CCCCC2)c(=O)c2sccc21	1.2	-4	2	6	0.5	-9	0.5	1.5	-1.2	0	-0.9
Cc1ccccc1C(=O)OCCN(C)Cc1ccccc1	1.4	-2	-2	-2	-0.1	-2	-0.1	-1.4	-1.1	-3	-1.2
COc1cccc(C2SCC(=O)N2c2ccc(Br)cc2)c1OC (stereo not given)	-1.3	-2	-1	-6	-0.6	-4	1.7	1.4	-2.0	-3	-1.0
O=C(Cc1coc(-c2ccc(F)cc2)n1)N1CCOCC1	1.9	-13	0	4	0.0	-2	1.2	-2.1	0.4	-8	-1.1
Cc1csc(NC(=O)CSc2nc(C)cs2)n1	1.6	7	-2	-4	0.7	-2	0.1	2.0	3.4	-3	-1.0
